# FBPA coupling cs: counter-screen for Giardia aldolase inhibitors: coupling enzyme system; coupling enzyme system counterscreen, AmpLite Red fluorescence; activity change, negative = inhibition, % at 58.2 µM, hits read low; 0.67% of 290,000 active; in the data active = activity change below about -30%
#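 Counterscreen lacking aldolase: glyceraldehyde-3-phosphate coupling-enzyme reagent preincubated 10 min at RT with compound (at 57.5 uM final), then substrate/coupling system with AmpLite Red added; fluorescence read at 525/598 nm after 20 min RT.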
# KCNH2 WT inh: inhibitors of human wildtype KCNH2 potassium channel. Q12809. U2OS, BacMam KCNH2, thallium flux FluxOr; stronger effect = lower value. activity change, % at 1.84 µM. 0.37% of 340,000 active. AID 720551;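 active = maximum activity change below -70%; inconclusive = maximum activity change between -70% and -50%; inactive = maximum activity change above -50%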
#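 U2OS cells transduced with wild-type KCNH2 virus are loaded with FluxOr dye for 45 min, and thallium flux is measured in kinetic reads before and after stimulation buffer. Rate constants are normalized to DMSO controls.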
# PKM2 activator: activators of human pyruvate kinase M2 | 0.34% of 260,000 active | Potency, µM (series often up to 57.5 µM), for inactives: at the top dose activation, most hits filed as activators | purified PKM2, Kinase-Glo ATP luminescence, activation; response scale: 0% is enzyme alone, no compound | P14618; note: potency is the fitted concentration of half-maximal effect; nearly all actives have a fitted effect of over 55% in size
#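 Kinase-Glo luminescence reports ATP generated from ADP (0.1 mM) and PEP (0.5 mM) by purified hPK-M2 after 1 h at room temperature, pH 7.2 imidazole buffer; intermediate enzyme activity allows detecting inhibitors and activators.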
# uPA surface inh: inhibitors of cell surface uPA generation. AID 540303. Potency, µM (top dose mostly 38.3 µM), without a hit: top-dose activity change, negative = inhibition, hits mostly inhibitors. 0.31% of 330,000 active. cell surface uPA generation assay, qHTS; active = well fitted inhibition curve with a large enough effect; inconclusive = small, poorly fitted or top-dose-only effect; inactive = no such curve, though single readings can be large or run the other way; tested in mouse RAW 264.7 cells; note: potency is the fitted concentration of half-maximal effect; nearly all actives have a fitted effect of over 55% in size
# KCNH2 3.1 block: inhibitors of human KCNH2 3.1 potassium channel isoform; U2OS KCNH2 3.1, thallium flux FluxOr; stronger effect = lower value; AID 720553; activity change, % (tested at about 1.8 µM); 0.95% of 340,000 active;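 active = maximum activity change below -70%; inconclusive = maximum activity change from -70% to -50%; inactive = maximum activity change above -50%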;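 note: thallium influx rate constant from kinetic fluorescence after stimulation buffer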
#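 Measured as rate of thallium-driven FluxOr signal in transduced U2OS cells carrying the 3.1 channel, read kinetically for 2 min upon stimulation; values are rate constants scaled to DMSO control wells.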
# B2AR arrestin: agonists driving beta-arrestin recruitment to human beta2-adrenergic receptor | 0.02% of 330,000 active | P07550 | Potency, µM (series often up to 46.1 µM), inactives show top-dose activation, usual class: activators | beta-arrestin recruitment to beta2AR, cell-based reporter;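 note: potency is the fitted concentration of half-maximal effect; 0% = DMSO controls and full agonism = EC100 isoproterenol or metaproterenol; nearly all actives have a fitted effect of over 65% in size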
# Giardia killer: kills Giardia lamblia | Giardia lamblia trophozoite viability | activity change, % at 7.66 µM, hits read low | AID 540267 | 0.15% of 340,000 active; in the data active = activity change below about -80%; inconclusive = between about -30% and that limit;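 note: parasites exposed to compound for two days anaerobically before the ATP read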
#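 Media and compound were dispensed first, then trophozoites at 100 cells/well; plates sat 48 hrs at 37 deg C without oxygen before ATP luminescence reagent was added and read after 15-30 min at room temperature.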
# Eya2 phos inh: blocks the phosphatase activity of human Eya2 | Potency, µM (highest dose often 76.9 µM), without a hit: at the highest dose activity, negative = inhibition, most hits filed as inhibitors | recombinant Eya2, OMFP fluorescence dephosphorylation (OMFP is methylfluorescein phosphate) | 0.006% of 330,000 active; note: potency is the fitted concentration of half-maximal effect
#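 Eya2 (0.2 uM) preincubated 10 min at ambient with compound, then OMFP substrate added at 50 uM; 10 min reaction in 50 mM HEPES pH 7.5, 50 mM NaCl, 5 uM MgCl2, 0.05% BSA, 1 mM DTT. Fluorescence read at Ex 485/Em 525 nm.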
# GALK inhibitor: galactokinase (human) inhibition; Purified GALK, Kinase-Glo residual ATP luminescence; Potency, µM (titrated, usually from 57.5 µM), for inactives: at the highest dose activity change, negative = inhibition, actives largely listed as inhibitors; 0.007% of 270,000 active; AID 1868; note: potency is the fitted concentration of half-maximal effect
# Target sequence (P51570 whole entry, looked up): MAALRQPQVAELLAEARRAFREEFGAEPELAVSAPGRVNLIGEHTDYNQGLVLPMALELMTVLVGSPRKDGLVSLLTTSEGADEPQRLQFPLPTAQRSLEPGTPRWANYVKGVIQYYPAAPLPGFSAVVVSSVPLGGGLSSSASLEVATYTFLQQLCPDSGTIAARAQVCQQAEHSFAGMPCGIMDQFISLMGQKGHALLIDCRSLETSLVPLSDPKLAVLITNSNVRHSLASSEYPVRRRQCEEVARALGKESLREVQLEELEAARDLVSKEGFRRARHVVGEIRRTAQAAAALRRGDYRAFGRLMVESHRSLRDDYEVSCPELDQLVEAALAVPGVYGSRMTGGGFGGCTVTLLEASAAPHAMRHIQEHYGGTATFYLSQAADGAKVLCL
#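 ATP-depletion format; final 35 uM ATP, 100 uM D-galactose, 5 nM enzyme; pH 8.0 HEPES/Mg2+ buffer; 60 min RT; luminescence read 10 min after detection reagent.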
# BCR signal inh: inhibitors of chronic active B-cell receptor signaling; ABC-DLBCL IkBa-CBG/CBR reporter, luminescence ratio, 4 h; Potency, µM (top dose mostly 46.1 µM), for the others: at the top dose ratio change, negative = lower green/red ratio, actives largely listed as inhibitors; 0.05% of 340,000 active; AID 493014; active = well fitted inhibition curve with a large enough effect in the signal ratio, with a control signal flat, not every such curve was filed as active; inconclusive = small, poorly fitted or top-dose-only effect, or effect the other way, or a change in a side signal; the % refers to the signal ratio;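 note: potency is the fitted concentration of half-maximal effect; plate controls were basal doxycycline-induced cells for no effect and cells given 10 µM MG132 for full effect; MG132 reads +100%, hits lower the ratio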
#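 Concentration-response series (up to 46 uM) were applied to TMD8 dual-reporter cells for 4 h at 37C with doxycycline. Green/red ratio, after filter-overlap correction, defined %Activity; red signal alone was normalised to basal cells and zero luminescence.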
# USP2a block: blocks human ubiquitin-specific protease USP2a; AID 463254; USP2 core, Ub-CHOP2 coupled fluorogenic reporter, 485/531; 0.01% of 330,000 active; Potency, µM (highest dose often 38.3 µM), for the others: at the highest dose activity change, negative = inhibition, most hits filed as inhibitors;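 note: potency is the fitted concentration of half-maximal effect; plate controls were DMSO wells for no effect and full inhibition by NEM control for full effect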
# Target sequence (O75604 whole entry, looked up): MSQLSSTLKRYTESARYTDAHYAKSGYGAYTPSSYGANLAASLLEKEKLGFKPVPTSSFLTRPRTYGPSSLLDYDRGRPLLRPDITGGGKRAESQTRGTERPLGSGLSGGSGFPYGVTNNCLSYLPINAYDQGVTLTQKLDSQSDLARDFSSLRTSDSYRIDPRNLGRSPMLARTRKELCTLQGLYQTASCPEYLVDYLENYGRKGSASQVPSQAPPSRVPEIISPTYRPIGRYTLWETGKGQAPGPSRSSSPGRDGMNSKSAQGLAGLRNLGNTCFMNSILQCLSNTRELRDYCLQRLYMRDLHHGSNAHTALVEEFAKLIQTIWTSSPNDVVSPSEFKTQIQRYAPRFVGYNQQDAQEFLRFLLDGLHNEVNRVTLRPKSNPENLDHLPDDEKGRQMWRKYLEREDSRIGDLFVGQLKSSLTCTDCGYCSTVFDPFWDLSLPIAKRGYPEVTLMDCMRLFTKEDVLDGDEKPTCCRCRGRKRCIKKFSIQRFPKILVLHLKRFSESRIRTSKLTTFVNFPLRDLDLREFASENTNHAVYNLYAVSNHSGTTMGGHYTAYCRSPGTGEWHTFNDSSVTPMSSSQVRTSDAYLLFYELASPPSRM
#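 Deubiquitinase activity read as fluorescence (485/531 nm) after Ub-CHOP2 cleavage activates the enterokinase reporter on its substrate; USP2 core 10nM, Ub-CHOP2 and substrate 25nM each, 30min compound preincubation then 60min RT; data normalized to NEM, curves fitted.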
# The depositor's hits bear a star; u = inconclusive; x = not tested or not shown; [ ] = remark or other dose. Unless noted, calls come from the whole dose curve; as a rule, active = well fitted curve in the direction sought with a large enough effect; inconclusive = small, poorly fitted or top-dose-only effect, or another doubt; inactive = no such curve, though single readings can be large; an effect the other way counts as inactive or inconclusive. Unless noted, % is set by controls: 0 for no effect and ±100 for the full control effect.
Compound,GALK inhibitor,Eya2 phos inh,uPA surface inh,B2AR arrestin,KCNH2 3.1 block,FBPA coupling cs,USP2a block,KCNH2 WT inh,PKM2 activator,Giardia killer,BCR signal inh
Cc1cc(Cl)ccc1OCC(=O)NCCCN1CCOCC1,7.5%,-5.4%,-4.7%,-0.4%,22.2,1.2,-2.6%,11.1,3.0%,5.8,-0.5%
CC(=O)N1CCN(C(=O)c2ccc(Oc3ccccc3)cc2)CC1,3.9%,-20.1%,4.9%,0.0%,1.1,1.7,3.1%,6.6,-2.3%,2.6,u
Cc1cc(N/N=C/c2ccc(O)cc2O)c2ccccc2n1,-8.8%,8.8%,-15.0%,0.5%,3.2,-0.2,-1.9%,-4.1,-7.3%[11.5 µM],13.7,-1.3%
O=C(NCC(c1ccco1)N1CCCC1)c1sc2cc(F)ccc2c1Cl (stereo unspecified),x,3.2%,-1.3%,-0.3%,10.2,x,0.9%,2.0,x,27.1,5.0%
NC(=O)NNC1=Nc2cccc3cccc1c23,0.7%,9.7%,x,-0.1%,13.0,-2.9,1.6%,-6.1,0.8%,u,1.1%
C=CCc1cccc2cc(C(=O)O)c(=O)oc12,2.3%,-10.3%,-0.2%,0.3%,-2.4,5.6,-2.2%,-10.8,10.9%,0.2,2.8%
Cc1c(/C=N/O)sc2ccccc12,5.5%,4.1%,5.6%,0.2%,-9.2,0.8,-0.1%,-13.4,-6.7%,14.2,-2.4%
Cc1cccc(NC(=O)CC2c3ccccc3Oc3ccccc32)c1,x,-3.8%,3.4%,-0.1%,x,5.9,3.2%,16.9,7.4%,-0.9,1.7%
O=C(O)CSc1nc(C(F)(F)F)cc(=O)n1-c1ccccc1,0.0%,-6.1%,0.6%,-1.3%,-0.3,1.5,5.5%,-5.8,-7.1%,7.8,-2.3%
CCOC(=O)N1CCN(C(=O)CSCC(=O)Nc2nc(-c3cccs3)cs2)CC1,-0.2%,-16.4%,x,0.0%,-10.5,0.7,1.8%,19.0,6.2%,3.5,u
Cc1nn(Cc2nnc(SCC(=O)Nc3cccc(C(F)(F)F)c3)n2C)c(C)c1[N+](=O)[O-],x,-14.6%,4.3%,-0.4%,-8.1,0.8,-0.4%,6.5,-2.3%,-5.6,-4.1%
O=C(NCC(=O)N1CCN(Cc2ccccc2)CC1)c1cccs1,x,-5.7%,16.6%,-0.1%,22.6,x,0.6%,4.4,x,-5.3,0.0%
COc1ccc(-c2nsc3c(SCc4ccccc4)ncnc23)cc1,-0.6%,-5.9%,2.7%,-0.1%,4.1,4.3,2.7%,6.4,6.4%,-5.2,-2.8%
O=C(O)CN1CCN(c2ncc(C(F)(F)F)cc2Cl)CC1,-0.8%,7.6%,2.0%,-0.8%,-11.3,2.3,14.2%,-7.1,1.4%,28.5,-0.2%
Cc1ccc(OCCn2cnc3cc([N+](=O)[O-])ccc3c2=O)cc1,10.1%,-13.3%,2.4%,0.2%,-36.0,-0.1,3.1%,-8.5,10.1%,8.7,-0.9%
Cc1ccc(SCc2c(C(=O)N/N=C/c3ccc4c(c3)OCO4)nnn2-c2nonc2N)cc1,-10.0%,-0.5%,0.8%,0.2%,15.7,0.4,-1.2%,1.4,x,-17.1,1.0%
COC(=O)c1ccc(OCC(=O)NC(C)(C)C)cc1,1.6%,17.1%,5.7%,0.4%,3.5,-2.2,-0.6%,2.3,-5.1%,12.0,-2.5%
Cc1cc(Cl)ccc1NC(=S)N1CCN(Cc2ccccc2)CC1,0.5%,2.5%,0.0%,0.0%,8.1,2.5,1.5%,2.9,9.2%,-14.3,u
COc1ccc(NS(=O)(=O)CC(C)C)c(OC)c1,2.5%,2.5%,-12.4%,-0.1%,-4.9,-5.3,-1.0%,1.7,5.5%,-2.4,-0.2%
CCCNc1nc(C)cc(-c2cc(C(=O)NCc3ccccc3)on2)n1,-1.4%,-2.0%,-6.8%,-1.6%,6.6,7.3,7.0%,-10.5,-8.3%,17.1,u
Cn1c(=O)c2cc(S(=O)(=O)N3CCOCC3)ccc2n(C)c1=O,-2.3%,8.2%,-9.4%,0.3%,4.4,-0.2,0.2%,8.2,10.8%,-6.1,9.3%
CCOC(=O)N1CCC(N2CCN(c3cc(C)ccc3C)CC2)CC1,2.0%,1.1%,x,-0.5%,4.8,5.0,-0.9%,29.2,-19.0%,-9.8,14.1%
CC1(C)CC(=O)C2=C(C1)N(c1ccccc1C#N)C(N)=C(C#N)C2c1cccs1 (stereo unspecified),-4.3%,13.4%,2.9%,-0.2%,-2.4,-2.3,-1.5%,3.3,15.5%,-22.6,u
O=C1N/C(=N\N=C\c2cccnc2)SC1Cc1ccc(SC(F)F)cc1 (stereo unspecified),-4.1%,-15.3%,-5.4%,0.2%,-14.4,-2.9,1.8%,1.9,-17.8%,-0.1,2.6%
Cc1cc(NC(=O)c2ccc3[nH]c(C)c(C)c3c2)ccn1,x,-4.0%,-2.5%,0.2%,-1.4,-5.1,0.4%,-9.4,x,9.6,-16.5%
CCOC(=O)c1cc2c(ccn2C)n1CC(=O)N(Cc1ccccc1)c1ccccc1,-1.3%,-7.3%,-4.6%,-0.3%,14.4,-3.2,-0.8%,8.2,-0.3%,-11.7,2.3%
CC(=O)N/N=C/c1cc([N+](=O)[O-])ccc1OCCOc1ccccc1,-2.8%,8.7%,2.5%,-2.0%,12.6,-0.1,6.7%,21.5,-0.7%,28.4,u
Cc1cccc(C)c1OCC(=O)NNC(=S)NC(=O)C1CC1,-3.7%,5.5%,-33.2%,3.3%,20.3,x,0.8%,-18.9,-0.7%,-7.0,-6.9%
CCOc1ccccc1C(=O)NCC(=O)OCc1c(C)noc1C,1.0%,-1.2%,6.5%,-0.6%,5.2,-10.5,0.4%,-13.9,-2.4%,-20.5,-0.9%
Cc1cc(C)nc(NS(=O)(=O)c2ccc(NC(=O)c3ccc(S(=O)(=O)N4CC(C)OC(C)C4)cc3)cc2)n1 (stereo unspecified),0.1%,22.4%,-1.2%,-0.2%,-4.1,0.9,-3.0%,-4.1,-15.9%,-9.9,-0.5%
Cc1nc(N)nc(N)c1/C=C/C(C)(C)c1ccc(Cl)cc1,0.8%,-21.6%,-11.6%,-0.3%,-40.2,1.1,1.8%,15.7,-0.3%,-24.4,u
NC(=O)CSc1nnc(-c2ccc3c(c2)OCO3)o1,1.9%,6.1%,1.6%,-0.2%,1.1,2.4,4.3%,-10.2,-3.7%,3.2,4.9%
CNC(=O)COc1ccc(Cl)c2cccnc12,2.8%,-26.1%,-4.1%,-0.1%,8.5,-8.0,0.3%,2.8,u,3.6,-7.1%
CC(C)c1nc2n[nH]c(N)c2c2c1CCCC2,2.8%,18.7%,-1.0%,-0.4%,6.3,-6.5,-1.3%,2.2,-0.2%,-1.3,-12.2%
COc1ccc(/C=N/NC(=O)c2ccc(N)cc2)cc1Cn1cc([N+](=O)[O-])cn1,6.4%,-21.5%,-8.0%,-0.4%,-14.3,0.8,-7.0%,-4.3,-0.6%,-0.4,u
N#CCOc1nc(N2CCOCC2)nc(N2CCOCC2)n1,0.3%,4.4%,-4.2%,-0.6%,0.4,1.7,4.8%,-2.4,9.9%,-1.7,u
CN(C(=O)COC(=O)c1ccc2c(=O)n3c(nc2c1)CCC3)C1CCS(=O)(=O)C1 (stereo unspecified),5.1%,-5.1%,-4.6%,0.0%,2.0,3.4,3.2%,0.2,0.8%,1.6,-0.7%
Oc1ccc(-c2[nH]ncc2-c2ccc(Cl)cc2)c(O)c1,2.0%,1.4%,3.6%,-0.5%,1.9,x,1.0%,-7.3,-0.7%,8.6,-13.4%
O=C(c1ccc(NS(=O)(=O)c2ccc(F)cc2)cc1)N1CCOCC1,x,9.1%,-2.6%,0.2%,15.6,x,1.8%,23.4,x,4.3,-1.2%
CC1(C)CNC(=O)c2sc(N3CCCCC3)nc2C1,0.0%,16.8%,x,0.0%,-5.7,0.9,5.3%,1.8,6.5%,-8.8,1.9%
Cc1cc(Cl)ccc1NC(=O)Nc1c(C)n(-c2ccccc2)c(=O)n1C,-2.7%,18.7%,x,0.0%,-0.5,2.8,-2.1%,6.4,-7.3%,-15.1,-1.7%
O=C1N=C(N2C=CC(=C3C=CNC=C3)C=C2)/C(=C/N=NC(=O)c2ccccc2O)S1,4.6%,1.7%,12.9%,-1.0%,-7.9,x,9.6%,19.8,x,7.2,u
Cc1c(N=C2N=C(NC(=O)c3cccs3)c3ccccc32)c(=O)n(-c2ccccc2)n1C,1.2%,3.7%,1.0%,0.1%,-0.7,3.1,0.1%,-7.7,6.6%,-17.1,u
CN1CCS/C1=C/C=C1/SC(=S)N(Cc2ccccc2)C1=O,0.5%,-8.2%,1.9%,4.7%,-18.4,2.3,19.8%,-2.1,-1.5%,-10.8,u
